RGS4 inh – Inhibitors of Regulator of G Protein Signaling (RGS) 4: qHTS. Regulator of G-protein signaling 4 (Homo sapiens), P49798. Transcreener GDP fluorescence polarization, RGS4-accelerated GTP hydrolysis. Potency, µM (top dose mostly 114 µM), without a hit: at the top dose activity change, negative = inhibition, most hits filed as inhibitors. actives 0.039% (n = 390,000). AID 504845, 2011; also: potency is read from the fitted curve at half-maximal effect; % is scaled to controls: 0 for no effect and ±100 for the full control effect; nearly all actives have a fitted effect of over 75% in size; some results filed as inactive show a strong effect at the top dose
Target sequence (P49798 whole entry, looked up): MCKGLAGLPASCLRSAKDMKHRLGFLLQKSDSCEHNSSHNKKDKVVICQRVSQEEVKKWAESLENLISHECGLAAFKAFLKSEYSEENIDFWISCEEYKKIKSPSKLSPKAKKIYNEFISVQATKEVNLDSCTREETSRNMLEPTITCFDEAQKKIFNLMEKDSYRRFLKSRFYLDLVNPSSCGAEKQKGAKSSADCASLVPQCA
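MLSMR compounds (23 nl, pin-transferred) preincubated 10 min at room temperature with a 500nM (2x) first reagent, then RGS4 at 900nM (2x) plus Transcreener GDP mix added; fluorescence polarization (620/688 nm) read before and after 90 min at 30 °C.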
D2 antag – HTS Assay for Allosteric Antagonists of the Human D2 Dopamine Receptor: Primary Screen for Antagonists; HEK293 TREx D2 cells, calcium flux, dopamine EC80; actives 2% (n = 340,000); D(2) dopamine receptor (Homo sapiens), P14416; inhibition, % at 10 µM; in the data active = inhibition above about 30%; also: 0% is about no effect
Target sequence (P14416 whole entry, looked up): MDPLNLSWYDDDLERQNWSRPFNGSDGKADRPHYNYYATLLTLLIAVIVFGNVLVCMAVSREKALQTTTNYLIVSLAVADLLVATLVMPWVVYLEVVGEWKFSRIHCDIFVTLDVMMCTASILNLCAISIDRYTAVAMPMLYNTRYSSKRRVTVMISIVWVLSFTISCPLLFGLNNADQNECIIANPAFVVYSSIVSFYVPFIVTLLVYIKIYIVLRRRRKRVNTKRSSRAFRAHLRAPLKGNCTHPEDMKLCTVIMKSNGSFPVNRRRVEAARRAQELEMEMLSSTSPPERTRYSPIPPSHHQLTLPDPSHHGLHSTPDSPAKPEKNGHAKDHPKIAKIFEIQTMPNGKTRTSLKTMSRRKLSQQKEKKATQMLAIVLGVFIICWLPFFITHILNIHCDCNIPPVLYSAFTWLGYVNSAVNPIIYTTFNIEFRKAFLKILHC
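HEK293 T-REx D2 cells, tet-induced, calcium dye no-wash. Cpd pintool add, 180 s kinetic, then EC80 DA, 180 s kinetic. Ca flux read.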
Vif-APOBEC3F blk – qHTS for Inhibitors of Vif-A3F Interactions: qHTS; HeLa A3F-eYFP + Vif (tagged APOBEC3F with the HIV-1 protein that degrades it), YFP fluorescence increase; Potency, µM (top dose mostly 46.1 µM), for inactives: at the top dose activity, negative = active; actives 0.2% (n = 390,000); AID 602313, 2012; also: potency is read from the fitted curve at half-maximal effect; % of control where 0% means no effect; nearly all actives have a fitted effect of over 65% in size
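HeLa cells stably expressing A3F-eYFP plus Vif, plated and incubated overnight at 37 deg C, then exposed to compounds overnight at 37 deg C. Blocked degradation read as raised yellow fluorescence (Ex 488/Em 500-530).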
ERG-DNA inh – qHTS for Small Molecule Inhibitors of the ERG Ets/DNA interaction. Potency, µM (series often up to 76.9 µM), for inactives: top-dose FP activity, negative = inhibition, hits mostly inhibitors. actives 0.028% (n = 370,000). AID 624246, 2012. Transcriptional regulator ERG (Homo sapiens), P11308. fluorescence polarization, His-ERG Ets domain / labelled DNA; active = well fitted inhibition curve with a large enough effect in the polarisation, with a control signal flat; inconclusive = small, poorly fitted or top-dose-only effect, or effect the other way, or a change in a side signal; inactive = no such curve, though single readings can be large or run the other way; the % refers to the polarisation;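 also: polarization taken with two DNA probes labelled with fluorescein and Texas red; potency is read from the fitted curve at half-maximal effect; % of control where 0% means no effect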
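His-tagged ERG Ets domain (1 uM in the protein solution; 300mM KCl, 50mM Tris-HCl, 1mM EDTA, 1mM DTT, pH 7.5) received compound, then a probe mix of 5 nM fluorescein-DNA and 100nM Texas-615-DNA. Fluorescence polarization was read for both dyes.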
Vif-APOBEC3G blk – qHTS for Inhibitors of Vif-A3G Interactions: qHTS | Potency, µM (highest dose often 46.1 µM), for inactives: at the highest dose activity, negative = active, actives largely listed as inhibitors | actives 0.076% (n = 410,000) | HeLa A3G-eYFP + Vif (tagged APOBEC3G with the HIV-1 protein that degrades it), YFP fluorescence, overnight | AID 602310, 2012 | DNA dC->dU-editing enzyme APOBEC-3G (Homo sapiens), Q9HC16;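 also: potency is read from the fitted curve at half-maximal effect; % is scaled to controls: 0 for no effect and ±100 for the full control effect; nearly all actives have a fitted effect of over 60% in size; hits raise eYFP signal because A3G escapes Vif-driven loss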
Target sequence (Q9HC16 whole entry, looked up): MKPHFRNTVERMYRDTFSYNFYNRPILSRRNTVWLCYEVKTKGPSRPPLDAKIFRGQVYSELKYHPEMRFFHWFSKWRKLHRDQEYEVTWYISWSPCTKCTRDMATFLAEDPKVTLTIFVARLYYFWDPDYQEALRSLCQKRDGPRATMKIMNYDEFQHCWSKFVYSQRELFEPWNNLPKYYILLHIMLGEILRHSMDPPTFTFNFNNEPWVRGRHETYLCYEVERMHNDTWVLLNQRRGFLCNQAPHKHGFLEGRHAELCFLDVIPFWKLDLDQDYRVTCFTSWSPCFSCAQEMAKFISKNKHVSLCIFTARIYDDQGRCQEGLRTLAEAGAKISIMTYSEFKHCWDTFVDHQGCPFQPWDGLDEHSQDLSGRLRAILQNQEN
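Read-out is eYFP fluorescence (Ex 488/Em 500-530) from Vif-expressing HeLa A3G-eYFP cells; more signal means A3G escaped Vif-mediated degradation. Cells plated overnight, compound pinned in, incubated overnight at 37 deg C.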
D2 ag – HTS Assay for Allosteric Agonists of the Human D2 Dopamine Receptor: Primary Screen for Agonists | D(2) dopamine receptor (Homo sapiens), P14416 | activation, % at 2 µM | HEK293 T-REx D2 cells, calcium flux agonist mode | AID 485358, 2010 | actives 0.53% (n = 340,000);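 active = activation over 3 SD above normal in the single-dose calcium agonist read, cut at about 30% in these data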; also: 0% is about no effect
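Tetracycline-induced HEK293 T-REx cells with force-coupled D2 receptor, plated overnight at 30 C, loaded with no-wash calcium dye. After a 10 s baseline, compound was pin-added and calcium flux read kinetically for 180 s; calcium rises flagged agonists.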
ALOX12 inh – Primary qHTS assay for inhibitors of human arachidonate 12S-lipoxygenase (ALOX12): Round 2 | AID 1671190, 2021 | Potency, µM (doses to about 108 µM), without a hit: at the top dose activity change, negative = inhibition, hits mostly inhibitors | Polyunsaturated fatty acid lipoxygenase ALOX12 (Homo sapiens), P18054 | purified 12hLO, xylenol orange hydroperoxide absorbance | actives 1.1% (n = 580,000); also: potency is read from the fitted curve at half-maximal effect; % is scaled to controls: 0 for no effect and ±100 for the full control effect
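Purified human 12hLO (150 nM final) in 25 mM Hepes, 0.01% Triton X-100, pH 7.0 was preincubated 15 min at room temperature with compound. Then 40 uM arachidonic acid was added, 30 min. Hydroperoxide was read by Fe-XO absorbance ratio 573/405 nm.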
LDHA inh – qHTS assay for inhibitors of human lactate dehydrogenase; purified LDHA, NADH/diaphorase-resazurin fluorescence; hits give low values; activity change, % (values are at about 110 or 230 µM); actives 0.15% (n = 480,000); AID 1347041, 2019; in the data active = activity change below about -30%; inconclusive = mostly about -25% to -30%;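 also: plate controls were DMSO wells for no effect and wells without enzyme for full effect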
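Human LDH5 (2 nM) was incubated with 0.06 mM NADH and 0.2 mM pyruvate for 5 min at room temperature in Tris pH 7.4. Remaining NADH was coupled through diaphorase/resazurin, and resorufin fluorescence was read at 0 and 20 min.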
GRP78 ERSR act – qHTS for Inducers of the Endoplasmic Reticulum Stress Response (ERSR) in Human Glioma: qHTS. Potency, µM, inactives show at the highest dose activation, actives largely listed as activators. actives 0.02% (n = 420,000). U87-MG GRP78 promoter luciferase reporter, 16 h; also: potency is read from the fitted curve at half-maximal effect; series mostly up to about 76 µM; % of control where 0% means no effect; nearly all actives have a fitted effect of over 35% in size
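Stably transfected U87-MG glioma cells carrying a GRP78-based luciferase sensor; 16 h compound incubation. Luminescence end-point read 10 min after Bright-Glo addition at room temperature.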
* marks the source's active call; other numbers are inactive results; u = inconclusive; x = not tested or not shown; & = joins results of further samples; [ ] = another dose, or the depositor's remark. Unless noted, calls follow the shape of the dose curve; as a rule, active = well fitted curve in the direction sought with a large enough effect; inconclusive = small, poorly fitted or top-dose-only effect, or another doubt; inactive = no such curve, though single readings can be large; an effect the other way counts as inactive or inconclusive. This is a subset, so the mix of outcomes need not match the whole.

SMILES,RGS4 inh,D2 antag,Vif-APOBEC3F blk,ERG-DNA inh,Vif-APOBEC3G blk,D2 ag,ALOX12 inh,LDHA inh,GRP78 ERSR act
O=C1CCC(C(=O)N2CCCCO2)CN1Cc1cccc(C(F)(F)F)c1 (stereo not given),-21%,7,1%,-1%,0%,0.7,26%,1,2%
COc1cccc(NC(=O)CSc2nc3ccc(NC(=O)c4ccco4)cc3s2)c1,-25%,x,1%,0%,-7%,-1.7,u,1,-2%
C=CCN1C(=O)CSc2ccc(C(=O)NCc3cccs3)cc21,19%,-12,1%,2%,-5%,-0.6,7%,-11,-3%
CCc1cccc(CC)c1NC(=O)C1CSC2(C)CCC(=O)N12 (stereo not given),11%,7,-9%,x,1%,0.7,-4%,-1,-3%
COc1ccc(CC2CC(=O)N(c3ccc(C)cc3)C2=O)cc1 (stereo not given),-9%,-7,3%,-4%,-7%,-0.2,0%,-1,-3%
Cc1cc(C)c(S(=O)(=O)c2ccccc2C)c(OCCN(C)C)n1,-5%,x,-2%,18%,-2%,x,0%,-1,-6%
Cc1ccc(CNC(=O)CCCn2c(=O)c3ccccc3n(CC(=O)C(C)(C)C)c2=O)cc1,6%,x,0%,1%,0%,x,-14%,-7,-3%
COc1ccc(Cl)cc1NC(=O)C/C(C)=N/NC(=O)C(=O)NCc1ccccc1,-27%,-13,-13%,19%,-1%,0.3,-2%,-5,-7%
CCc1nnc(NC(=O)CN2CCC(O)(c3ccccc3OC)CC2)s1,7%,-5,1%,x,2%,-0.1,8%,0,-2%
Cc1cccc(NC(=O)c2oc3c(c2C)-c2[nH]ncc2CC3)c1C,26%,x,-1%,2%,-8%,0.1,u,28,7%
COc1cc(C(=O)O)ccc1Cl,7%[11.4 µM],4,-5%,14%,4%,0.5,-19%,0,-1%
O=C(Nc1ccc(-c2nc3ccccc3[nH]2)cc1)c1ccccc1NS(=O)(=O)c1ccc(F)cc1,-17%,0,-2%,4%,-22%,-0.9,-10%,-5,-4%
COc1ccc(-c2cnc(N)n2C)cc1,-14%,6,u,-10%,6%,0.1,-14%,1,-2%
Cc1cccc(NC(=O)CCN2CCCCC2)c1,-7%,8,-14%,10%,-1%,0.1,1%,-3,-2%
Cc1ccccc1-c1nc2ccc(Cl)cc2c(=O)n1O,3%,14,-7%,0%,1%,0.3,-43%,-10,-2%
CCCN(CC(=O)Nc1ccccc1C)C(=O)c1ccc(S(=O)(=O)N2CCCCCC2)cc1,-8%,-3,3%,3%,2%,0.0,-1%,-1,-3%
COc1ccc(OC)c(CNC(=O)C2CCCN(c3ncnc4onc(-c5ccc(F)cc5)c34)C2)c1 (stereo not given),-15%,x,5%,-2%,-1%,x,-7%,4,-1%
CCOC(=O)c1c(C)[nH]c(C(=O)COC(=O)/C=C/c2ccc3c(c2)OCO3)c1C,37%,15,3%,-6%,1%,1.7,3%,-14,-1%
COC(=O)Cn1c(O)c(N=NC(=O)CNC(=O)c2ccncc2)c2ccccc21,-14%,-17,1%,1%,-7%,-0.5,-29%,0,-4%
O=C(Nc1ccccc1Sc1ccccc1)c1ccccc1F,4%,x,-14%,6%,2%,x,0%,-3,-2%
O=c1cc(N2CCCC2)c2ccccc2o1,4%,-18,4%,-8%,-1%,1.4,0%,-5,-9%
CCCOc1cccc(C2c3c(oc4ccc(F)cc4c3=O)C(=O)N2CCc2ccc(OC)cc2)c1 (stereo not given),8%,x,1%,-1%,-1%,-0.1,5%,-3,-2%
CN(CC#CC(O)(c1ccccc1)c1ccccc1)C(C)(C)C,-17%,19,2%,8%,1%,-0.4,6%,-8,0%
CC(NCC(=O)NC(=O)NC1CCCC1)c1ccc(Cl)cc1Cl (stereo not given),15%,7,10%,-6%,-1%,-0.3,-10%,0,1%
O=C(O)COc1ccc(S(=O)(=O)c2ccc(OCC(=O)O)cc2)cc1,-20%,9,1%,-5%,2%,-0.8,0%,0,8%
Cc1cc(C)c(NC(=O)C[N+](C)(C)CC(O)COc2cccc3ccccc23)c(C)c1 (stereo not given),19%,-9,-15%,3%,4%,-0.4,u,8,-6%
COc1ccc(CCNC(=O)c2ccccc2OCc2c(C)noc2C)cc1,-16%,-12,-12%,16%[15.4 µM],0%,0.1,38%[activator],-8,0%
CC1(C(=O)NCCC#N)CCN1C(=O)CC(c1ccccc1)c1ccccc1 (stereo not given),x,x,x,x,-1%,x,10%,-3,-3%
CCOC(=O)C1CCN(C(=O)CCCn2nc(CC)n3c(cc4occc43)c2=O)CC1,-12%,-1,2%,-2%,0%,0.1,0%,-2,-3%
CCn1c(C)c(C)c2cc(C(=O)NCc3ccc(N(C)C)cc3)ccc21,-3%,x,-3%,3%,-4%,0.4,-28%,2,-1%

Molecules listed so far containing an aryl thioether with sulfur outside any ring, in the order listed:
SMILES,RGS4 inh,D2 antag,Vif-APOBEC3F blk,ERG-DNA inh,Vif-APOBEC3G blk,D2 ag,ALOX12 inh,LDHA inh,GRP78 ERSR act
COc1cccc(NC(=O)CSc2nc3ccc(NC(=O)c4ccco4)cc3s2)c1,-25%,x,1%,0%,-7%,-1.7,u,1,-2%
O=C(Nc1ccccc1Sc1ccccc1)c1ccccc1F,4%,x,-14%,6%,2%,x,0%,-3,-2%

Back to the main list, starting three compounds before the break.
SMILES,RGS4 inh,D2 antag,Vif-APOBEC3F blk,ERG-DNA inh,Vif-APOBEC3G blk,D2 ag,ALOX12 inh,LDHA inh,GRP78 ERSR act
CC1(C(=O)NCCC#N)CCN1C(=O)CC(c1ccccc1)c1ccccc1 (stereo not given),x,x,x,x,-1%,x,10%,-3,-3%
CCOC(=O)C1CCN(C(=O)CCCn2nc(CC)n3c(cc4occc43)c2=O)CC1,-12%,-1,2%,-2%,0%,0.1,0%,-2,-3%
CCn1c(C)c(C)c2cc(C(=O)NCc3ccc(N(C)C)cc3)ccc21,-3%,x,-3%,3%,-4%,0.4,-28%,2,-1%
CCN(CC)C(=O)c1cccc(NC(=O)CC23CC4CC(CC(C4)C2)C3)c1,13%,-24,10%,4%,-5%,0.2,-11%,-9,-2%
CC(C)n1nc(C(=O)Nc2nc3ccccc3[nH]2)c2ccccc2c1=O,0%,-24,-4%,-3%,0%,-1.8,0%,-3,-3%
OC(c1cccc(Cl)c1)c1nc(-c2cnc3ccccc3c2)cs1 (stereo not given),x,x,x,x,-6%,x,-5%,-2,-1%
O=C(Nc1ccccc1)c1ccccc1CCc1ccccc1,-12%,32*,2%,x,2%,0.6,10%,1,-3%
COC(=O)C(C)Sc1ncnc2c1nnn2-c1ccc(F)cc1 (stereo not given),-19%,-4,-4%,-22%,-20%,-0.7,0%,-3,-13%
COCCNc1nc2c(c(=O)n(Cc3cccc(Br)c3)c(=O)n2C)n1C,7%&-6%,7,5%&1%,1%&0%,0%&-6%,0.5&-0.4,30%&-20%[activator],-10&-4,-4%&-1%
CN(c1ccccc1)S(=O)(=O)c1nnc(NC(=O)c2ccccc2)s1,14%,x,-3%,1%,-2%,-0.1,-5%,-15,-2%
CC1(C)CCC[C@]2(C)[C@H]3CC(=O)O[C@]3(C)CC[C@@H]12,-30%,7,-6%,-10%,4%,-1.5,15%,-2,-3%&-2%
O=S(=O)(NCc1ccccc1)c1ccccc1NCc1ccc(Cl)cc1,-22%,x,-9%,12%,-2%,x,-15%,1,-3%
CC(=O)c1ccc(S(=O)(=O)NCC(=O)N2CCN(C/C=C/c3ccccc3)CC2)cc1,-46%,-25,-7%,21%,1%,3.6,181%[activator],-3,0%
C[C@@H]1CN([C@@H](C)CO)C(=O)CCCn2nncc2CO[C@H]1CN(C)Cc1ccc2c(c1)OCCO2,x,x,-11%,x,-8%,x,27%,-5,-2%
O=C(CCCn1c(=O)[nH]c2ccccc2c1=O)N1CCN(c2ccccc2)CC1,-15%,x,0%,1%,4%,0.4,-8%&-21%,-1&7,-4%
